Mtb FBA inh – inhibits M. tuberculosis FBA enzyme | P9WQA3 | purified M. tuberculosis FBA, fluorescence read-out | inhibition, % at 1 µM | hit rate 2.3% among 360,000 | AID 588726; in the data active means inhibition above about 27%;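 further: 0% = vehicle and 100% = reference inhibitor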
Target sequence (P9WQA3 whole entry, looked up): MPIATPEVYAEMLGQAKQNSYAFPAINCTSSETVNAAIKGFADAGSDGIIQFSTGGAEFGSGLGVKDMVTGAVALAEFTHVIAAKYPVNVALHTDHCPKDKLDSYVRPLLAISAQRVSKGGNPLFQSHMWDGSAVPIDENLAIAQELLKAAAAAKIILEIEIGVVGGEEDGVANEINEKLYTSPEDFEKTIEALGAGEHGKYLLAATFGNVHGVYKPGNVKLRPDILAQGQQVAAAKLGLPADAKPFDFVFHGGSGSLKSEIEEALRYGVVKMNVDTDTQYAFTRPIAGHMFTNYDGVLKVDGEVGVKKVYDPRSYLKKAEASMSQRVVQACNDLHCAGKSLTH
GDH-TPI counter – counter-screen for M. tuberculosis FBA inhibitors: GDH-TPI coupled enzymes. GDH-TPI coupled enzyme counterscreen, NADH absorbance. inhibition, % at 4.8 µM. hit rate 1.2% among 360,000. AID 588335; in the data active means inhibition above about 30%;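 further: 0% = DMSO wells and 100% = wells lacking the enzyme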
Mtb BioA inh – blocks M. tuberculosis BioA enzyme activity; purified M. tuberculosis BioA enzyme, plate reader; inhibition, % at 9.99 µM; hit rate 0.096% among 360,000; in the data active means inhibition above about 40%; inconclusive means no clear call, values can overlap the other calls
BoNT F protease – inhibitors of Botulinum neurotoxin F light chain protease | Multiplex microsphere protease cleavage assay, flow cytometry | inhibition, % at 10 µM | hit rate 0.22% among 360,000 | AID 588497; in the data active means inhibition above about 35%, passing the limit was not always enough; inconclusive means no clear call, values can overlap the other calls; further: plate controls were buffer without enzyme for full effect and enzyme alone for no effect
FadD28 binding – inhibitors of Mycobacterium tuberculosis FadD28 bisubstrate binding; FadD28 bisubstrate probe binding, fluorescence polarization; inhibition, % at 12.5 µM; hit rate 0.22% among 360,000; in the data active means inhibition above about 8.5%, passing the limit was not always enough; inconclusive means no clear call, values can overlap the other calls
Mtb UGM inh – blocks M. tuberculosis UGM enzyme; hit rate 0.06% among 320,000; inhibition, % at 10 µM; purified UGM, fluorescence polarization probe displacement; in the data active means inhibition above about 10%, passing the limit was not always enough; inconclusive means no clear call, values can overlap the other calls
Target sequence (P9WIQ1 whole entry, looked up): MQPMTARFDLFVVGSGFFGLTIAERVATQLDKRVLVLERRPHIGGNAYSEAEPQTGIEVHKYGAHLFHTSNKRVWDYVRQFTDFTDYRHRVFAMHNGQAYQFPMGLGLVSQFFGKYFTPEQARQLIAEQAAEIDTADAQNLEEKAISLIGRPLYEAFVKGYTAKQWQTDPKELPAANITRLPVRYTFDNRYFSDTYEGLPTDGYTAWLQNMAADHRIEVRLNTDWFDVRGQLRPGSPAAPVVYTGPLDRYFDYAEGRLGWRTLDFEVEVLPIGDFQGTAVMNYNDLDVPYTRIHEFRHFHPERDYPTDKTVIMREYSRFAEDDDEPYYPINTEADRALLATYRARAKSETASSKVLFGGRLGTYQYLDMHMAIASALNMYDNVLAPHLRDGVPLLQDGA
Anthrax LF prot – anthrax lethal factor protease inhibition. multiplex microsphere protease cleavage assay, LF. inhibition, % at 10 µM. hit rate 0.12% among 360,000. AID 588501; further: plate controls were buffer without enzyme for full effect and enzyme alone for no effect
BoNT A protease – BoNT A light chain protease inhibition | multiplex microsphere protease substrate cleavage, flow cytometry | AID 588499 | hit rate 0.17% among 360,000 | inhibition, % at 10 µM; further: plate controls were buffer without enzyme for full effect and enzyme alone for no effect
PfHsp40 yeast – rescue of PfHsp40-mediated yeast toxicity. S. cerevisiae expressing PfHsp40, growth rescue, ATP luminescence. growth rescue, % at 12.5 µM. hit rate 0.68% among 340,000. AID 504582; in the data active means growth rescue above about 28%, passing the limit was not always enough; inconclusive means no clear call, values can overlap the other calls;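 further: yeast W303a lacking pdr1 and pdr3 grown in galactose medium; growth measured after three days at 30 °C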
An asterisk follows results filed as active; ? = inconclusive; / = no result given; + = active, no number. Unless noted, no stated cut-off is given here; in the data, active means inhibition above about 30%; inconclusive means no clear call, values can overlap the other calls; inactive means below that. This is a random part of the collection. Share with any hit: about 4.7%.

SMILES	Mtb FBA inh	GDH-TPI counter	Mtb BioA inh	BoNT F protease	FadD28 binding	Mtb UGM inh	Anthrax LF prot	BoNT A protease	PfHsp40 yeast
CCC(CC)NC(=O)COC(=O)CCC(=O)c1cccs1	-2	12	/	-1	-0.5	-1.6	0	0.2	-1.5
CC(=O)N1c2ccc(S(=O)(=O)N(C)C3CCCCC3)cc2CC1C (configuration not stated)	-3	7	1.6	1	-3.3	0.0	1	0.6	-0.3
CCC(C)OC(=O)n1ccc(C(=O)Nc2nccs2)n1 (configuration not stated)	0	1	1.4	-18	-0.9	-5.0	-6	-3.3	-2.1
CC(OC(=O)/C=C/c1ccco1)C(=O)NC1CCCCC1C (configuration not stated)	13	13	-4.5	2	0.1	0.8	10	3.5	-0.3
Cc1cc(-c2n[nH]c(=S)n2-c2ccccc2C)cs1	5	3	/	-3	-3.8	0.2	1	0.0	3.1
COC(=O)c1cc2c(s1)-c1ccccc1OC2	+	15	-0.4	-2	-3.2	-1.0	4	0.3	1.1
Cc1nn(-c2ccc(Br)cc2)c(=O)c2ccccc12	0	0	2.4	?	-2.5	3.3	2	-2.0	1.2
COc1ccc(/C=C(\C#N)c2cc(OC)c(OC)cc2[N+](=O)[O-])cc1	-1	3	-2.7	0	1.2	-0.2	-6	-0.1	0.3
CC(C)(Cc1ccc(O)cc1)NC(=O)CC(=O)N=Nc1c(O)[nH]c2cc(Br)ccc12	-4	7	1.2	-6	-2.1	2.3	0	-0.2	-1.1
O=C(O)c1ccc2c(c1)C1C=CCC1C(c1cc3c(cc1Br)OCO3)N2 (configuration not stated)	-4	-4	/	-3	5.1	-1.1	-1	-0.1	65*
CCOC(=O)C(=O)c1c(-c2ccccc2)nc2ccccn12	-3	-4	/	0	-3.5	-2.2	-3	-0.6	-1.2
CCOC(=O)COn1c(-n2nc(C)cc2C)nc2ccccc2c1=O	-1	14	-0.3	6	-1.4	-2.1	4	-1.1	-1.8
O=C(CCc1nnc2ccc(NCc3ccc(F)cc3)nn12)NC1CCCC1	5	-2	0.8	-2	-3.5	-1.7	0	0.6	0.3
CC(C)c1ccc(-c2nn(-c3ccccc3)cc2C2C(C#N)=C(N)OC3=C2C(=O)CC(C)(C)C3)cc1 (configuration not stated)	1	-4	/	-9	-4.6	-0.2	-8	-2.6	0.2
CC(NC(=O)c1ccc2ccccc2n1)c1ccc(Br)cc1 (configuration not stated)	1	-1	-0.4	-11	-2.3	0.2	-5	-0.8	4.6
COc1ccc(CCNC(=O)CNCC2CCCCC2)cc1OC	0	4	-1.9	-2	0.2	3.0	5	-1.3	-2.0
CCNc1nc(NCC)nc(N/N=C/c2ccc(N(C)C)cc2)n1	24	38*	/	3	-1.7	-0.1	-2	0.7	-0.3
COc1ccc(NC(=O)Cn2nnc(C(=O)NCCc3ccccc3)c2N)c(OC)c1	0	4	-1.4	1	0.3	-1.5	-3	0.4	0.0
O=C(CCS(=O)(=O)c1cccs1)NC1CCCCCC1	1	0	5.2	-8	-4.7	3.8	-2	0.0	-0.7
O=c1cc(CSc2n[nH]c(=O)n2C2CC2)c2ccc(O)cc2o1	2	21	0.4	/	-3.8	-2.1	/	/	/
COc1ccc(N(CCCN2C(=O)c3cccc4cccc(c34)C2=O)C(=O)c2cccs2)cc1	-3	8	0.8	-1	-3.4	-0.1	0	-0.5	-1.8
Cc1cc(Cl)cc2c(N=Nc3ccccc3C(=O)O)c(O)[nH]c12	1	9	-1.7	-4	1.0	-0.5	2	-2.6	-1.4
COc1ccc(-c2csc3ncnc(N4CCN(C(=O)c5ccco5)CC4)c23)cc1	-4	-1	27	6	-3.1	0.2	-2	-0.9	0.2
CCOc1cc(S(=O)(=O)n2ccc(C)n2)ccc1Br	1	-1	-3.3	-1	0.8	3.1	-1	-0.7	0.7
CCc1cccc(C)c1NC(=O)COn1nnc2ccc(C(F)(F)F)cc21	4	9	/	-10	-1.1	-0.1	0	0.3	-1.5
Cc1cccc(NC(=O)c2cc3ccccc3c(=O)o2)n1	2	3	-1.6	6	-4.3	0.4	0	-0.2	0.9
O=C(Nc1cccc(S(=O)(=O)N2CCCC2)c1)C1CCCN1C(=O)c1cccs1 (configuration not stated)	3	6	/	-2	-1.8	-3.0	2	-0.7	0.8
CC(C)(C)c1ccc(OCCCn2ccnc2)cc1	1	-20	1.3	-24	-0.7	2.2	-14	-0.9	0.2
OC[C@@H]1[C@@H](c2ccc(Cl)cc2)C(c2cccc(Cl)c2)=NN1c1ccccc1	63*	-4	-0.1	-2	-4.3	/	3	0.9	-0.2
c1nc(NCc2ccc3c(c2)OCO3)c2cc(-c3ccoc3)ccc2n1	4	-5	2.5	5	-2.3	-2.3	0	-0.1	3.0

Given as labelled records: part of the list above
OC[C@@H]1[C@@H](c2ccc(Cl)cc2)C(c2cccc(Cl)c2)=NN1c1ccccc1
  Mtb FBA inh: 63*	GDH-TPI counter: -4	Mtb BioA inh: -0.1	BoNT F protease: -2	FadD28 binding: -4.3	Mtb UGM inh: /	Anthrax LF prot: 3	BoNT A protease: 0.9	PfHsp40 yeast: -0.2

COc1ccc(N(CCCN2C(=O)c3cccc4cccc(c34)C2=O)C(=O)c2cccs2)cc1
  Mtb FBA inh: -3	GDH-TPI counter: 8	Mtb BioA inh: 0.8	BoNT F protease: -1	FadD28 binding: -3.4	Mtb UGM inh: -0.1	Anthrax LF prot: 0	BoNT A protease: -0.5	PfHsp40 yeast: -1.8

Next entries follow:
SMILES	Mtb FBA inh	GDH-TPI counter	Mtb BioA inh	BoNT F protease	FadD28 binding	Mtb UGM inh	Anthrax LF prot	BoNT A protease	PfHsp40 yeast
O=C1CCC[C@@H]2CC(Nc3ccc(F)cc3F)C[C@@H]3CCN1[C@H]23 (some centres not stated)	5	2	0.1	-6	0.9	/	-5	-0.5	0.1
O=c1[nH]c(N2CCN(Cc3ccc4c(c3)OCO4)CC2)nc2c1CCC2	-1	9	76*	-12	-0.4	-0.3	2	-0.4	-0.2
CN(CCCC(=O)Nc1ccccc1)S(=O)(=O)c1ccc(Cl)cc1	3	12	1.9	-10	-2.1	2.4	-4	-0.6	1.6
O=C(Cc1ccccc1)N1O[C@H]2C=C[C@@H]1CC2	-1	13	0.1	-6	-2.5	/	-8	-0.5	-1.1
CCCCn1c2ccc(F)cc2c2nnc(SCCN3CCOCC3)nc21	0	12	2.9	-2	/	-0.8	4	-1.8	-0.7
Cc1ccc(S(=O)(=O)N(CC(=O)N/N=C/c2ccccc2C(=O)O)c2cc(Cl)cc(Cl)c2)cc1	0	0	/	4	-0.4	-1.4	5	0.6	-1.1
CCCCN(C(=O)Cc1ccc(S(=O)(=O)N2CCOCC2)s1)c1ccccc1	2	-4	0.3	2	1.1	-1.3	-9	-0.8	-0.6
CCOC(=O)/C=C/C(=O)OCC(=O)Nc1ccc([N+](=O)[O-])cc1	-1	13	/	5	-4.7	-0.7	-1	0.2	7.6
COc1cc(CC(NC(C)=O)C(=O)NC2CCN(C(=O)c3cc(OC)c(OC)c(OC)c3)CC2)cc(OC)c1 (configuration not stated)	3	0	-3.0	-4	0.7	0.3	0	-0.5	-0.2
C=CCN(CC=C)CC(O)CN(c1cc([N+](=O)[O-])ccc1OC)S(=O)(=O)c1ccccc1 (configuration not stated)	1	-4	-0.9	-2	-5.2	-0.3	0	0.4	-0.4
CCCc1nc2ccc(N)cc2c(=O)n1Cc1ccccc1Cl	28*	1	-0.5	10	-2.0	-0.3	19	0.1	-0.3
COC(=O)c1c(-c2cccs2)csc1NC(=O)CSc1ncnc2sc(C)c(C)c12	1	8	-1.9	-10	-2.1	0.1	-8	-1.9	0.5
Cc1ccccc1NC(=S)Nc1ccc2cn[nH]c2c1	8	5	/	-11	0.0	0.9	0	-1.7	0.1
N#CC(=C(O)c1ccc(S(=O)(=O)N(CCCl)CCCl)cc1)c1nc2ccccc2[nH]1	3	9	/	-6	-2.0	/	-7	0.2	-0.2
COc1cccc2c(=O)cc(C)n(CC(=O)Nc3ccc(Br)cc3)c12	0	-5	/	?	-2.6	1.6	-8	1.3	-0.2
CCC(C)[C@@H](C(=O)Nc1ccc(OC)c(OC)c1)N1Cc2ccccc2C1=O (some centres not stated)	-1	12	3.0	-9	-5.4	2.1	-8	-0.4	0.0
CCOC(=O)CSc1cn2c(n1)CCC2	-1	12	/	-5	-1.6	-0.2	-3	-3.6	2.1
[O-][n+]1ccc(C(O)c2ccccc2)cc1 (configuration not stated)	2	13	-1.6	?	-3.5	-3.0	-6	-0.1	-0.6
COc1ccc(N2CCN(CCNC(=O)CCNS(=O)(=O)c3cccs3)CC2)cc1	5	-15	-0.7	-2	0.1	-0.7	-7	-0.4	1.2
CCC1=C(OC(=O)N(CC)CC)N2C(=O)OC(=NCC3CC3)[C@]2(Cc2ccccc2)[C@H]2C1=CC[C@H]1C(=O)N(CC)C(=O)[C@H]12	7	12	0.0	-6	-2.0	-0.7	-4	-1.3	1.6
CCOc1ccc(/C(O)=C2/C(=O)C(=O)N(CCCN3CCOCC3)C2c2ccc(F)cc2)cc1C (configuration not stated)	3	20	-2.1	-19	1.3	-1.1	-1	-0.4	-2.3
Cc1cc(=O)oc2cc(OCC(=O)N/N=C/c3ccccc3O)ccc12	2	2	-0.7	2	-1.7	-2.4	0	-0.6	0.0
NC(=O)CSc1nc2ccccc2n1Cc1ccccc1	-5	-5	/	3	-5.3	0.0	0	0.6	-1.2
CC(C)CCOP(=O)(c1ccc(N(C)C)cc1)C(O)c1ccc(C(C)C)cc1 (configuration not stated)	1	6	1.9	-1	-2.5	-2.0	-19	-1.4	8.0
COc1ccccc1-c1cccc([C@@H]2C[C@H]3[C@H](CON3C)CN2Cc2cc(Cl)cc(Cl)c2)c1	6	-2	-2.5	-4	1.9	/	-2	0.0	-0.4
COc1ccccc1-n1nnnc1SCC(=O)Nc1ccccc1	-1	-8	-1.3	-19	-2.9	-0.8	-9	0.2	0.2
O=C(C1CCN(S(=O)(=O)c2cccs2)CC1)N1CCCCC1	3	10	-2.5	/	0.1	-1.2	/	/	0.5
O=C(Nc1ccccc1N1CCCC1)c1ccccc1F	-1	1	1.2	10	-2.9	1.5	-2	1.3	-0.7
COc1cccc(CNCc2ccc(OC)c3ccccc23)c1OC	10	-4	-2.2	-6	/	1.3	4	-1.4	-1.1
COc1ccccc1N1CCNCC1	-3	-7	0.2	-3	-3.6	0.4	2	-0.5	0.8
COC(=O)c1ccc(-n2c(CCC(=O)O)ccc2-c2ccccc2)cc1	-4	7	-3.1	-8	-1.4	1.1	3	-1.3	0.7
COc1cccc(NC(=O)Nc2nnc(N3CCCCC3C)s2)c1 (configuration not stated)	3	1	-0.5	-3	-1.7	-1.1	6	-0.6	0.8
O=[N+]([O-])c1ccc(NCCCc2ccccc2)cc1	-5	0	0.0	-2	-1.2	/	2	0.7	/
CC(=O)c1ccc(NC(=O)Cn2cnc(S(=O)(=O)N3CCc4ccccc43)c2)cc1	0	14	-0.8	-1	-0.9	-1.1	0	0.7	0.2
CN1C(=O)[C@@H]2[C@@H]3C[C@@H]([C@H]4ON=C(c5ccccc5OCC#N)[C@@H]34)[C@@H]2C1=O	4	4	-0.4	2	0.8	0.0	-1	-0.5	-0.1
COC(=O)c1ccc(C)c(NC(=O)c2ccc(Cl)c([N+](=O)[O-])c2)c1	1	7	-1.0	0	-1.4	0.7	0	0.1	-0.2
COc1ccc(-n2c(SC)nc(O)c(Cc3ccccc3)c2=O)cc1	-3	6	0.2	-2	-1.5	0.1	0	?	-0.9
Cn1nc(N)c2ncc(C(Cl)(Cl)Cl)nc21	-4	8	-1.8	-4	-1.2	/	-1	0.0	/
Cc1ccc(-n2c(SCC(=O)NCc3ccc4c(c3)OCO4)nnc2-c2cccnc2)c(C)c1	-1	-3	2.6	1	-5.3	/	0	-0.1	1.8
CC(=O)c1ccc(S(=O)(=O)NCc2ccc(C(=O)N(C)CC(=O)Nc3cccc(F)c3)cc2)cc1	1	11	-0.6	-3	/	-0.3	-3	-0.2	0.7
O=C(c1ccc2nc(N3CCCCC3)sc2c1)N1CCN(c2ccccn2)CC1	0	2	1.1	-6	1.0	0.0	-6	-0.2	-0.2

Bioassay records as filed in PubChem.
